AMA1-RON2 inh: qHTS for Inhibitors of AMA1-RON; Towards Development of Antimalarial Drug Lead: Primary Screen. AlphaScreen AMA1-biotinylated RON2 peptide binding. Potency, µM (titrated, usually from 58.2 µM), for the others: top-dose activity change, negative = inhibition, usual class: inhibitors. hit rate 0.2% among 360,000. AID 720542, 2013;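 note: potency is the fitted concentration of half-maximal effect; 0% = vehicle wells and -100% = peptide control; nearly all actives have a fitted effect of over 45% in size; some results filed as inactive show a strong effect at the top dose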
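AMA1 (3D7) with his tag at 25 nM final met compounds first, then biotinylated RON2 peptide at 25 nM; detection used donor plus acceptor beads, 10 µg/mL apiece, read by AlphaScreen after 30 min at room temperature.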
Shiga toxin inh: A qHTS for Small Molecule Inhibitors of Shiga Toxin | hit rate 9.2% among 290,000 | Vero cells, Shiga toxin protein synthesis inhibition reporter | AID 2315, 2010 | inhibition, % at 38.7 µM; in the data active = inhibition mostly above about 28%, no sharp cut-off; inactive = mostly below about 43%; note: 0% is about no effect
CHX counter: Cycloheximide Counterscreen for Small Molecule Inhibitors of Shiga Toxin; cell reporter, cycloheximide protein synthesis inhibition counterscreen; max response, %; hit rate 12% among 300,000; in the data active = max response mostly above about 13%, no sharp cut-off; inactive = mostly below about 14%; note: read at 38.3 µM for the half of the compounds with a filed dose; 0% is about no effect
AmpC inh detg: qHTS Inhibitors of AmpC Beta-Lactamase (assay with detergent) | AID 485294, 2010 | Potency, µM (series often up to 114 µM), without a hit: at the top dose activity change, negative = inhibition, usual class: inhibitors | AmpC hydrolysis of nitrocefin, absorbance 480 nm, 0.01% Triton | P00811 | hit rate 0.041% among 370,000;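 note: potency is the fitted concentration of half-maximal effect; 0% = no-compound wells and -100% = no-enzyme wells; nearly all actives have a fitted effect of over 25% in size; some results filed as inactive show a strong effect at the top dose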
Target sequence (P00811 whole entry, looked up): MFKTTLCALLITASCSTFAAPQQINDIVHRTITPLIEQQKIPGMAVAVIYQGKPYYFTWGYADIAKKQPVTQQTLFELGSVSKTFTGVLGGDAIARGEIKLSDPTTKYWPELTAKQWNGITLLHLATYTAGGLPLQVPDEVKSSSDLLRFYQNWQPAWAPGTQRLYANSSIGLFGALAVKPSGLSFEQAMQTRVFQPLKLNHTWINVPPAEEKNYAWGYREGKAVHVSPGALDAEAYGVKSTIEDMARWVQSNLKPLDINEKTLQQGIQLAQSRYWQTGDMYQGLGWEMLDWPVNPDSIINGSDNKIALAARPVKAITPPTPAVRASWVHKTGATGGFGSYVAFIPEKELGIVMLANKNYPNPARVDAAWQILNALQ
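AmpC (5.3 nM in the dispensed reagent) in 20 mM phosphate pH 7.0 with 0.01% (detergent screen) or 0.0001% Triton X-100 was preincubated with compounds for 15 min at room temperature. Nitrocefin was then added from an 800 uM solution, and hydrolysis was followed at 480 nm.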
HCMV inh: qHTS Assay for inhibitors of the human cytomegalovirus (HCMV); hit rate 4.5% among 410,000; HFF cells, HCMV-luciferase reporter, 72 h; hits give low values; activity change, negative = inhibition, % at 57.5 µM; in the data active = activity change below about -60%; inconclusive = no clear call, values can overlap the other calls; inactive = above about -39%; note: % is set by controls: 0 for no effect and ±100 for the full control effect
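Human foreskin fibroblasts infected with luciferase-reporter HCMV at MOI 1 PFU/cell, compounds at two doses. Luciferase measured 72 h post infection; normalized to buffer-only basal and Salinomycin (10uM) controls.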
Giardia FBPA inh: qHTS Assay for Inhibitors of Fructose-1,6-bisphosphate Aldolase from Giardia Lamblia | hit rate 0.71% among 290,000 | purified Giardia FBPA | Potency, µM (series often up to 59.6 µM), for the others: top-dose activity, negative = inhibition, most hits filed as inhibitors | AID 2451, 2010 | A8B2U2; note: potency is the fitted concentration of half-maximal effect; % is set by controls: 0 for no effect and ±100 for the full control effect; nearly all actives have a fitted effect of over 55% in size
Target sequence (A8B2U2 whole entry, looked up): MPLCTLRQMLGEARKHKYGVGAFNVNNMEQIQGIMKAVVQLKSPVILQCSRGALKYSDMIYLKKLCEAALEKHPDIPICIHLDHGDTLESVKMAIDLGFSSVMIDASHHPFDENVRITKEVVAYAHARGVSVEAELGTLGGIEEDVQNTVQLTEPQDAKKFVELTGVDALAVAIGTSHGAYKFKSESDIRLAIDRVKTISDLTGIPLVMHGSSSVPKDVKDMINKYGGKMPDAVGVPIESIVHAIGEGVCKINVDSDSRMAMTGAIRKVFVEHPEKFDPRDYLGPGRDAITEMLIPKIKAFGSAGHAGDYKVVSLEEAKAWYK
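Giardia FBPA (40 nM reagent) was preincubated 10 min at RT with compound (up to 57.5 uM final), then substrate plus GAPDH/TPI/NAD/arsenate coupling system with diaphorase/resazurin was added; resorufin fluorescence (525/598 nm) was read after 20 min.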
AmpC inh no detg: qHTS Inhibitors of AmpC Beta-Lactamase (assay without detergent); P00811; AmpC nitrocefin hydrolysis, absorbance 480 nm, 0.0001% Triton; Potency, µM (highest dose often 57.1 µM), for inactives: top-dose activity change, negative = inhibition, most hits filed as inhibitors; hit rate 0.52% among 330,000; AID 485341, 2010;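 note: potency is the fitted concentration of half-maximal effect; plate controls were no compound for no effect and no enzyme for full effect; nearly all actives have a fitted effect of over 20% in size; some results filed as inactive show a strong effect at the top dose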
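AmpC (5.3 nM in the dispensed reagent) in 20 mM phosphate pH 7.0 with 0.01% (detergent screen) or 0.0001% Triton X-100 was preincubated with compounds for 15 min at room temperature. Nitrocefin was then added from an 800 uM solution, and hydrolysis was followed at 480 nm.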
Starred values were filed as active, the others as inactive; ? = inconclusive; . = not tested or not shown; & = joins results of further samples; [ ] = another dose, or the depositor's remark. Unless noted, calls come from the whole dose curve; as a rule, active = well fitted curve in the direction sought with a large enough effect; inconclusive = small, poorly fitted or top-dose-only effect, or another doubt; inactive = no such curve, though single readings can be large; an effect the other way counts as inactive or inconclusive. Rows were taken by chance (roughly 16% active in at least one column).

SMILES,AMA1-RON2 inh,Shiga toxin inh,CHX counter,AmpC inh detg,HCMV inh,Giardia FBPA inh,AmpC inh no detg
O=CN1CCc2scc[n+]2-c2ccccc21,32.6%[activator],0.6,-3.9,-10.8%,14.2,-9.5%,21.6%
CCOc1ccc(OCCCCn2cnc3ccccc3c2=O)cc1,11.4%,-3.7,4.2,-2.5%,-10.1,-1.1%,51.3%
CC1CN(C(=O)c2ccc(S(=O)(=O)Nc3cccc(C(F)(F)F)c3)cc2)CC(C)O1 (stereo not drawn),-0.5%,.,.,0.0%,-21.4,.,35.0%
COc1ccccc1NS(=O)(=O)c1cc(NC(=O)CCNC(C)=O)ccc1C,8.2%,-11.4,3.1,-4.9%,-9.9,-0.4%,-10.2%
O=C(NC(Nc1nc2ccccc2s1)(C(F)(F)F)C(F)(F)F)c1ccccc1,-1.1%,31.3,9.0,1.1%,34.6,-1.7%,1.4%
Cc1onc(-c2ccccc2)c1CNS(=O)(=O)c1cccc(Br)c1,3.2%,11.2,1.5,0.2%,-73.0*,-6.1%,-47.3%
O=C(Nc1ccccc1)C12CC3CC(C1)CC(n1cnc([N+](=O)[O-])n1)(C3)C2,-1.3%,-9.3,-5.2,-3.6%,5.3,0.9%,-14.2%
Cc1cc(Nc2nc3ccccc3[nH]c2=O)n(-c2ccccc2)n1,-10.1%,-20.4,-1.3,5.8%,-13.8,-1.3%,-5.9%
NC(=O)c1ccsc1NC(=O)COC(=O)COc1ccccc1F,15.1%,2.0,-3.0,-2.7%,-18.3,-0.5%,-23.7%
CC(C)C(=O)c1cn(CC(=O)N2CCCc3ccccc32)c2ccccc12,1.9%,-8.0,-1.8,3.5%,9.2,2.0%,8.6%
Cc1ccc(P(=O)(CSC(=N)N)c2ccc(C)cc2)cc1,-7.8%,40.8,-2.3,1.9%,-33.3,-6.1%,-50.9%
CC(=O)Nc1ccc(NC(=O)CN(C)S(=O)(=O)c2ccc3c(c2)CCC(=O)N3)cc1,0.5%,1.6,-12.6,-3.1%,12.1,.,-14.3%
CCc1nnc(NC(=O)CSc2nnc(-c3cccnc3)n2C)s1,8.9%,15.5,-1.6,6.7%,-22.0,-4.2%,-7.3%
CCOC(=O)C1=C(O)/C(=C/c2ccc(OCC(=O)O)c(OCC)c2)SC1=Nc1ccc(OC)cc1,10.3%,-5.1,-2.5,?,-5.9,7.8%,-9.3%
CCN(CC)c1ccc(C2C3CCCCC3(O)CCN2CC(=O)N2CCCCC2)cc1 (stereo not drawn),-9.9%,-17.0,1.3,-1.3%,-8.4,-4.3%,177.6%[activator]
CCOc1ncccc1-c1nc(-c2cccs2)no1,30.5%[activator],60.4*,50.0*,-15.6%,90.4,12.4%,-12.5%
CCOc1ccccc1OCCCC(=O)N1CCN(S(=O)(=O)c2ccc(C)cc2)CC1,-6.6%,-5.3,-3.7,-3.9%,3.8,1.2%,136.4%[activator]
CCc1cc(C)c(O)c(CC)n1,8.6%,2.8,-1.4,-11.1%,.,1.5%,-9.2%
COc1cc(C#N)c(NS(=O)(=O)c2ccc3[nH]c(=O)sc3c2)cc1OC,0.4%,-7.3,1.3,-3.3%,23.5,-0.5%,-18.6%
COC(=O)Cc1cc(=O)[nH]c(/N=C(\N)Nc2cccc(C)c2)n1,61.9%[activator],-42.0,-3.2,8.7%,?,-0.8%,-15.9%
CC(C)c1ccc(NC2CCCN(C(=O)c3ccoc3)C2)cc1 (stereo not drawn),-11.3%,32.3*,24.4,-11.2%,0.0,-5.8%,33.4%
COc1ccc(CN2CCN(Cc3cc(=O)oc4cc(C)ccc34)CC2)c(OC)c1OC,-8.2%,-7.8,1.9,2.8%&19.4%,-5.2&-21.0,-5.1%,63.2%[activator]
CCN(CC(=O)NCc1ccc(F)cc1)C(=O)C1CCN(S(=O)(=O)c2ccc(C(C)C)cc2)CC1,-18.5%,.,.,0.0%,-18.6,.,204.6%[activator]
COC(=O)c1[nH]c2cc(C)ccc2c1NC(=O)CN1CCN(c2ccccc2OC)CC1,-4.6%,-11.5,-2.8,-3.2%,-12.7,1.9%,128.9%[activator]
O=C(CN1CCCCC1)N/N=C/c1ccccc1OCc1ccccc1,-9.4%,-2.0,-3.3,?,-20.9,2.4%,28.5%

Quoted at random: 2 records from the list.
SMILES,AMA1-RON2 inh,Shiga toxin inh,CHX counter,AmpC inh detg,HCMV inh,Giardia FBPA inh,AmpC inh no detg
CC(C)c1ccc(NC2CCCN(C(=O)c3ccoc3)C2)cc1 (stereo not drawn),-11.3%,32.3*,24.4,-11.2%,0.0,-5.8%,33.4%
CCN(CC)c1ccc(C2C3CCCCC3(O)CCN2CC(=O)N2CCCCC2)cc1 (stereo not drawn),-9.9%,-17.0,1.3,-1.3%,-8.4,-4.3%,177.6%[activator]

Returning to the listing with the two entries that preceded the break.
SMILES,AMA1-RON2 inh,Shiga toxin inh,CHX counter,AmpC inh detg,HCMV inh,Giardia FBPA inh,AmpC inh no detg
COC(=O)c1[nH]c2cc(C)ccc2c1NC(=O)CN1CCN(c2ccccc2OC)CC1,-4.6%,-11.5,-2.8,-3.2%,-12.7,1.9%,128.9%[activator]
O=C(CN1CCCCC1)N/N=C/c1ccccc1OCc1ccccc1,-9.4%,-2.0,-3.3,?,-20.9,2.4%,28.5%
Cc1cc(Br)ccc1OCC(=O)N1CCCCCC1,7.4%,27.3,24.8*,-9.5%,-12.2,5.8%,23.7%
CC1CN(C)C(C)C/C1=N\Oc1ccc([N+](=O)[O-])cc1 (stereo not drawn),-12.2%,12.8,9.7,7.3%,-24.7,-3.4%,-7.1%
CC(C)c1ccc(NC(=O)C2CCN(C(=O)[C@@H]3Cc4ccccc4CN3)CC2)cc1,-1.4%,45.7*,22.9*,0.9%,-16.9,-20.7%,124.1%[activator]
COc1ccc(C(=O)Nc2nnc(SCC(=O)NCC3CCCO3)s2)cc1OC (stereo not drawn),21.1%,-3.6,-4.1,3.2%,9.1,.,-10.1%
C=CCc1ccccc1Oc1cc(F)nc(N)n1,2.9%,-10.7,-0.7,4.6%,18.1,1.7%,-5.3%
CN(C)C(Cc1ccccc1)C(=O)c1c[nH]c2ccccc12 (stereo not drawn),1.5%,63.1,27.8*,-10.1%,13.6,-0.2%,-17.1%
O=C(O)CCN1CCc2ccccc2C1c1ccncc1 (stereo not drawn),0.0%,1.7,-8.2,-0.1%,?,-18.3%,-26.0%
Cc1ccc(CNC(=S)NCc2ccncc2)cc1,3.6%,1.6,-1.2,-4.4%,-21.2,3.0%,-12.2%[2.29 µM]
COc1ccc(OC)c(-c2cc(C(=O)N3CCCc4ccccc43)no2)c1,0.0%,4.4,9.6,5.2%,-36.6,-10.3%,2.6%
Cc1cccc(NC(=O)CNC(=O)COC(=O)c2ccc(C(C)(C)C)cc2)c1C,8.6%[11.6 µM],.,.,1.8%,-3.5,.,69.0%[activator]
O=C(Nc1nc(-c2ccncc2)cs1)c1ccco1,7.8%,52.8,12.3,-21.5%,46.5,-6.7%,-18.0%
CCOc1ccc(C(=O)Nc2cc(C)on2)cc1,2.1%,73.2*,30.7*,?,101.5,-0.2%,-19.2%
CC(C)(C)OC(=O)NC(NC(=O)OCC1c2ccccc2-c2ccccc21)C(=O)O (stereo not drawn),.,-3.1,-4.2,.,.,-25.3%,.
Cc1cc(C(=O)COc2cccnc2[N+](=O)[O-])c(C)n1Cc1cccs1,-23.7%,146.5*,43.4*,-12.7%,14.8,-20.2%,-26.8%
O=C(Oc1ccc2ccccc2c1)c1ccco1,1.7%,33.3,20.0*,-11.5%,35.6,-3.6%,-17.9%
O=C1NC2(CCCCCC2)N=C1c1ccc(F)cc1,4.9%,3.9,2.9,-2.4%,69.9,5.2%,-13.1%
CCS(=O)(=O)CCSc1nc2ccccc2o1,0.8%,-9.5,-1.2,-9.3%,2.2,-2.1%,-17.2%
Nc1nonc1C(=O)NCCNCc1c(OCc2ccccc2F)ccc2ccccc12,-6.9%,-18.7,-5.4,-4.2%,6.3,-6.4%,-17.1%
COCCn1c(SCC(=O)Nc2nnc(C)s2)nnc1-c1c[nH]c2ccccc12,-5.1%,1.1,-4.8,-14.0%,26.2,-12.2%,-17.1%
COc1cc2c(=O)n(-c3ccc(C)cc3)c(=O)n(CC(=O)c3ccc4c(c3)OCO4)c2cc1OC,-2.8%,11.0,2.4,4.3%,?,2.3%,2.3%
COc1ccc(C)cc1NC(=O)C1CC(=O)N(Cc2ccco2)C1 (stereo not drawn),-26.0%,-9.8,1.2,?,50.4,19.4%,-1.4%
CC1Cc2ccccc2N1S(=O)(=O)c1cccc(C(=O)N2CCCCC2)c1 (stereo not drawn),-4.4%,.,.,-20.5%,-9.1,.,90.8%[activator]
Cc1cccc(NC(=S)NCc2ccc3c(c2)OCO3)c1C,7.9%,-4.3,-2.1,-8.2%,-18.3,0.1%,-16.4%
CCOC(=O)c1c(C)[nH]c(C(=O)OCC(=O)N2CCc3ccccc32)c1C,5.3%,-18.8,-2.2,?,17.2,-6.6%,-4.2%
C=CCC[C@H](Cc1ccc(F)cc1)C(=O)OC[C@H](Cc1c[nH]c2ccccc12)NC(=O)[C@@H](CC=C)CC(=O)N[C@H](CO)Cc1ccccc1,-2.9%,.,.,.,-18.3,.,104.9%[activator]

(list continues)
SMILES,AMA1-RON2 inh,Shiga toxin inh,CHX counter,AmpC inh detg,HCMV inh,Giardia FBPA inh,AmpC inh no detg
CCOC(=O)C(C)Sc1nc(N)c(NC(=O)c2ccc(OC)c(OC)c2)c(=O)[nH]1 (stereo not drawn),4.5%,-4.4,-2.0,?,29.6,-2.5%,11.4%
O=C(Nc1nc2ccc(S(=O)(=O)N3CCCCC3)cc2s1)c1ccncc1,32.0%[activator],2.3,-4.2,-7.5%,-7.7,8.3%,64.2%[activator]
O=C(CSc1ccc2c(c1)OCCO2)NCc1ccco1,-4.4%,-2.1,5.2,-3.5%,43.7,-7.4%,-23.3%
Cc1cccc(N2CCN(CC(=O)NCc3ccccc3)CC2)c1C,10.1%,5.2,-0.4,7.0%,41.9,-3.0%,124.1%[activator]
